Tau fibril FP = qHTS for Inhibitors of Tau Fibril Formation, Fluorescence Polarization | Potency, µM (highest dose often 57.7 µM), for inactives: top-dose activity, negative = inhibition, actives largely listed as inhibitors | Microtubule-associated protein tau (Homo sapiens), P10636 | AID 1468, 2008 | K18 P301L tau heparin fibrillization, Alexa594 FP, 6 h | 0.39% of 280,000 active; further: on the % scale 0 is the no-effect control and ±100 the full control effect; nearly all actives have a fitted effect of over 55% in size
Target sequence (P10636 561-689 P618L limits assumed): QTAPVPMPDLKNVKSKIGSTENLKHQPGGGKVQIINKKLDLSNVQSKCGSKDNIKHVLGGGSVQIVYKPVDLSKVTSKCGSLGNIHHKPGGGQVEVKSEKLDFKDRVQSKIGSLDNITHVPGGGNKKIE
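Read-out: fluorescence polarization of Alexa 594-labeled tau (0.24 uM), 555 nm excitation, 632 nm emission. Mixtures held 15 uM unlabeled K18 P301L, compound and 20 uM heparin, pH 7 acetate buffer, incubated 6 hr at 37 C.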
Tau fibril ThT = qHTS for Inhibitors of Tau Fibril Formation, Thioflavin T Binding | Microtubule-associated protein tau (Homo sapiens), P10636 | recombinant tau K18 P301L, heparin-induced fibrillization, ThT fluorescence | Potency, µM (highest dose often 57.4 µM), without a hit: top-dose activity, negative = inhibition, usual class: inhibitors | 2.1% of 270,000 active | AID 1460, 2008; further: on the % scale 0 is the no-effect control and ±100 the full control effect; nearly all actives have a fitted effect of over 55% in size
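Using a mix of unlabeled (15 uM) and Alexa 594-labeled (0.24 uM) tau K18 P301L, heparin-triggered fibrillization over 6 hr at 37 C was scored by ThT fluorescence.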
RECQ1 helicase = qHTS Assay for Inhibitors of RecQ-Like Dna Helicase 1 (RECQ1); ATP-dependent DNA helicase Q1 (Homo sapiens), P46063; RECQ1 DNA unwinding, red fluorescence kinetic read; Potency, µM (doses to about 57.3 µM), for inactives: at the highest dose activity, negative = inhibition, actives largely listed as inhibitors; 0.54% of 240,000 active; AID 2549, 2010;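 further: plate controls were vehicle for no effect and no enzyme for full effect; nearly all actives have a fitted effect of over 30% in size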
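RECQ1T1 50 nM; forked duplex (20 bp + 30-nt ss tails) 200 nM, ATP 2 mM final; pH 8.0, 2 mM MgCl2, 2.5 ug/ml poly(dI-dC); 15 min compound preincubation; discontinuous kinetic read over 2 h at RT.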
TRb SRC2 PPI = qHTS for Inhibitors of the Interaction of Thyroid Hormone Receptor and Steroid Receptor Coregulator 2. Potency, µM (titrated, usually from 106 µM), for the others: at the highest dose activity change, negative = inhibition, hits mostly inhibitors. 0.065% of 280,000 active. TRbeta-SRC2 peptide binding, fluorescence polarization; receptor liganded with 1 µM T3. AID 1469, 2008. Thyroid hormone receptor beta (Homo sapiens), P10828;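 further: plate controls were bound peptide for no effect and peptide without receptor for full effect; nearly all actives have a fitted effect of over 50% in size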
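Assay buffer: 20 mM Tris-HCl, 100 mM NaCl, 10% glycerol, 1 mM EDTA, 0.01% NP-40, 1 mM DTT, 1 uM T3, 5% DMSO; TRb LBD 0.6 uM, Texas Red SRC2 20 nM; FP after 5 hr.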
L3MBTL1 block = qHTS Assay for the Inhibitors of L3MBTL1; Potency, µM (highest dose often 57.1 µM), for the others: at the top dose activity, negative = inhibition, hits mostly inhibitors; AID 485360, 2010; AlphaScreen L3MBTL1–H3K9me1 peptide binding; 0.66% of 230,000 active; Lethal(3)malignant brain tumor-like protein 1 (Homo sapiens), Q9Y468; further: on the % scale 0 is the no-effect control and ±100 the full control effect; nearly all actives have a fitted effect of over 60% in size
Target sequence (Q9Y468 whole entry, looked up): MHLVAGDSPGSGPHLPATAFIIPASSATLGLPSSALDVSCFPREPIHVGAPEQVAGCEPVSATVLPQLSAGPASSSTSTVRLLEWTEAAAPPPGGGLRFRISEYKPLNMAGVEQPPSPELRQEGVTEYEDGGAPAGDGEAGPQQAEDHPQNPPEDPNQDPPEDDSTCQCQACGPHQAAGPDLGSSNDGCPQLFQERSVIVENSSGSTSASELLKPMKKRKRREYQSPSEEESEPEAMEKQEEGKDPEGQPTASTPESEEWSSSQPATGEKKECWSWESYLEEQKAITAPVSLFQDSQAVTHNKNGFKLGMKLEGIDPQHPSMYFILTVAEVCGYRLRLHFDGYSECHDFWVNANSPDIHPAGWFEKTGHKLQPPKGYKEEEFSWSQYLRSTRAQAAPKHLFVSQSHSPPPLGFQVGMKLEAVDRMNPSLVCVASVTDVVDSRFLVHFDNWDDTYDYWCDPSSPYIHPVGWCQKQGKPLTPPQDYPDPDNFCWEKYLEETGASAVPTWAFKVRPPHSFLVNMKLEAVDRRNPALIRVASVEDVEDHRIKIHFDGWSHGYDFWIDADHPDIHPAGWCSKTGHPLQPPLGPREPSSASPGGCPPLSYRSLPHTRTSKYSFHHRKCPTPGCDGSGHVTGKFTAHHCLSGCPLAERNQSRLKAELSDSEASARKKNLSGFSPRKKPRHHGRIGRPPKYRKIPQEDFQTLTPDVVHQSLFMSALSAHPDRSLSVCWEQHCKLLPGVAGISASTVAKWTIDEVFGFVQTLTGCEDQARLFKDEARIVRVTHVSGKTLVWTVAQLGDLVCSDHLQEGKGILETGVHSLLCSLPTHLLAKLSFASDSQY
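L3MBTL1 50 nM + b-AHA-H3(1-15)K9me1 75 nM, 30 min RT; compound added, 30 min RT; streptavidin donor/Ni-chelate acceptor beads 10 ug/mL each final, 30 min RT dark; AlphaScreen read.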
TexasRed fluor = Total Fluorescence Counterscreen for Inhibitors of the Interaction of Thyroid Hormone Receptor and Steroid Receptor Coregulator 2 | TRb/SRC2 Texas Red total fluorescence interference | Potency, µM (top dose mostly 106 µM), inactives show top-dose fluorescence change, negative = quenching | 0.29% of 280,000 active | AID 1479, 2009; active means well fitted curve in either direction with a large enough effect; inconclusive means small, poorly fitted or top-dose-only effect; further: on the % scale 0 is the no-effect control and ±100 the full control effect
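Human TRβ ligand-binding domain (0.6 uM) and Texas Red SRC2 peptide (20 nM) in Tris buffer with 1 uM T3 and 5% DMSO were incubated with pinned compound for 5 hr at ambient temperature. Total fluorescence was computed as S + 2P (555/632 nm).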
HTT ATP protect = qHTS Multiplex Assay to Identify Dual Action Probes in a Cell Model of Huntington: Cytoprotection (ATP) | PC12 HTT-Q103 induced, cytoprotection, ATP luminescence, 40 h | Potency, µM (series often up to 56.4 µM), inactives show cytoprotection (ATP increase), most hits filed as activators | 0.14% of 230,000 active | AID 1471, 2008;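 further: % of control where 0% means no effect; nearly all actives have a fitted effect of over 45% in size; toxic huntingtin expression switched on by the ecdysone agonist tebufenozide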
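PC12 cells stably carrying ecdysone-inducible Htt exon 1 (Q103)–GFP were induced with 100 nM tebufenozide (final) alongside library compounds in a dose series. Cytoprotection was scored as retained ATP by ATPlite luminescence.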
Tau fluor counter = Counterscreen qHTS for Inhibitors of Tau Fibril Formation, Fluorescence Polarization; tau K18 P301L (four-repeat tau fragment) Alexa594 fluorescence, heparin fibrillization; Potency, µM (highest dose often 57.7 µM), for the others: at the top dose activity change, negative = decrease; 0.93% of 280,000 active; AID 1463, 2008; further: on the % scale 0 is the no-effect control and ±100 the full control effect; nearly all actives have a fitted effect of over 55% in size
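Human K18 P301L tau (15 uM unlabeled plus 0.24 uM Alexa 594-labeled, final) in 100 mM sodium acetate pH 7 was mixed with compound and 20 uM heparin and incubated 6 hr at 37 C.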
* hit, by the source's call; i = inactive; ? = inconclusive; nt = no result given; [ ] = remark or other dose. Unless noted, the call rests on the fitted dose curve; in most records, active means well fitted curve in the direction sought with a large enough effect; inconclusive means small, poorly fitted or top-dose-only effect, or another doubt; inactive means no such curve, though single readings can be large; an effect the other way counts as inactive or inconclusive. Potency means the concentration at half of the fitted maximal effect. This is a subset; the hit share may differ from the screen's.

SMILES	Tau fibril FP	Tau fibril ThT	RECQ1 helicase	TRb SRC2 PPI	L3MBTL1 block	TexasRed fluor	HTT ATP protect	Tau fluor counter
Oc1[nH]c2ccccc2c1N=Nc1nc(Nc2ccccc2)nc(N2CCOCC2)n1	-21%	nt	1%	-3%	nt	-2%	-57%[inhibitor][10 µM]	-32%
COc1ccc(N(CC(=O)NCc2ccc(C)cc2)S(=O)(=O)c2c(C)[nH]c(=O)[nH]c2=O)cc1	0%	4%	nt	-10%	nt	3%	nt	1%
COCc1cc(=O)n2[nH]c(-c3ccc(C)cc3)cc2n1	6%	-20%	0%	-20%	nt	-1%	-53%[inhibitor]	-4%
COCCCn1c(SCc2ccccc2F)nc2c(sc3ccccc32)c1=O	-10%	-1%	nt	-6%	nt	-1%	nt	-10%
Nc1ccc2c(c1)OCCOCCOCCOCCOCCO2	-13%	?	-7%	-4%	0%	0%	5%[10 µM]	-15%
O=C(NC(=S)N1CCN(C/C=C/c2ccccc2)CC1)c1c(F)cccc1F	-2%	-3%	-4%	-6%[53 µM]	3%	-2%[53 µM]	20%[10 µM]	4%
CCc1nc(C)c(-c2ccccc2)c(=O)[nH]1	-11%	6%	-18%	4%	?	-1%	0%[10 µM]	-2%
CC(C)c1ccc(Nc2c(-c3ccc(N4CCOCC4)cc3)nc3ncccn23)cc1	6%	-11%	nt	2%	nt	-2%	nt	-28%
Cc1ccc(S(=O)(=O)N2CCOCC2)cc1C(=O)NCc1cccnc1	2%	-5%	-12%	-8%	nt	-1%	8%	-4%
COc1ccc(CSc2ncn[nH]2)cc1[N+](=O)[O-]	-2%	-2%	-4%	-3%	5%	-5%	18%[10 µM]	-6%
CCOC(=O)CSc1nnc(CNC(=O)c2ccco2)n1-c1ccc(F)cc1	?	?	-5%	6%	-4%	-4%	-50%[inhibitor]	?
CCN(CC)C(=O)CSc1nc2cc3c(cc2c(=O)n1CCCC(=O)NCCc1ccc(OC)c(OC)c1)OCO3	-4%	1%	0%	4%	nt	1%	-53%[inhibitor]	-3%

Record cards, as listed above:
`Oc1[nH]c2ccccc2c1N=Nc1nc(Nc2ccccc2)nc(N2CCOCC2)n1` reads Tau fibril FP = -21%; Tau fibril ThT = nt; RECQ1 helicase = 1%; TRb SRC2 PPI = -3%; L3MBTL1 block = nt; TexasRed fluor = -2%; HTT ATP protect = -57%[inhibitor][10 µM]; Tau fluor counter = -32%
`CC(C)c1ccc(Nc2c(-c3ccc(N4CCOCC4)cc3)nc3ncccn23)cc1` reads Tau fibril FP = 6%; Tau fibril ThT = -11%; RECQ1 helicase = nt; TRb SRC2 PPI = 2%; L3MBTL1 block = nt; TexasRed fluor = -2%; HTT ATP protect = nt; Tau fluor counter = -28%

New compounds follow:
SMILES	Tau fibril FP	Tau fibril ThT	RECQ1 helicase	TRb SRC2 PPI	L3MBTL1 block	TexasRed fluor	HTT ATP protect	Tau fluor counter
O=[N+]([O-])c1ccc(CNC2CCCc3ccccc32)cc1 (stereo unspecified)	2%	-11%	i	0%	4%	-4%	-21%[10 µM]	-12%
Cc1cc(C)nc(N/N=C/c2c(C)oc3ccccc23)n1	13%	?	i	-1%	-1%	-3%	7%[10 µM]	-12%
O=C(CCc1nc2cccnc2n1-c1ccccc1)Nc1ccc(Cl)c(Cl)c1	-4%	-12%	nt	-3%	nt	0%	nt	?
CC(=O)c1sc(-c2ccccc2)cc1NS(=O)(=O)c1ccc(C)cc1	-8%	0%	-6%	-1%	5%	-1%	18%[10 µM]	-19%
COC(=O)C1=[N+]([O-])OC(C(=O)OC)C1c1c[nH]c2ccccc12 (stereo unspecified)	5%	-13%	i	-9%	11%	-2%	14%	-5%
C=CCn1c(SCC(=O)Nc2c(C)cccc2C)nnc1-c1ccncc1	-1%	-3%	i	-4%	nt	0%	10%	0%
CCOC(=O)CC1C(=O)NCCN1c1nc2ccc(C)cn2c(=O)c1/C=C1\SC(=S)N(CC(C)C)C1=O (stereo unspecified)	2%	?	-13%	2%	-2%	5%	-4%[10 µM]	-10%
Cn1c(NCCO)nc2c(c1=O)C1(CCCCC1)Cc1ccccc1-2	-15%	-10%	-8%	3%	-1%	-1%	-16%	?
CC(=O)N(Cc1cc(=O)[nH]c2ccccc12)c1ccccc1	2%	-7%	11%	-3%	nt	1%	11%	-7%
O=C(NCc1nc(-c2ccccc2)cs1)c1ccccc1	2%	-9%	-10%	6%	7%	-3%	-23%	-6%
CC(C)NC(=O)Cn1cc(C(=O)COc2ccccc2)c2ccccc21	-12%	-2%	25%	9%	1%	1%	-27%	-18%
O=C(CSc1nnnn1C1CCCC1)Nc1cccc(NC(=O)c2ccco2)c1	-7%	-7%	i	-3%	-3%	-5%	-21%[10 µM]	-16%
Cc1cccc(NC(=O)C2C(C(=O)O)C3C=CC2C32CC2)c1C (stereo unspecified)	-13%	-13%	-1%	-21%	-9%	2%	5%	-8%
Cc1ccc(S(=O)(=O)Cn2nnnc2CN2CCOCC2)cc1	2%	18%	-9%	5%	-6%	1%	9%[10 µM]	15%
CCOC(=O)c1cnn(-c2cc(Oc3ccccc3)ncn2)c1N	-6%	?	?	-6%	9%	0%	1%	-8%
Cc1ccc(-n2cc(C(=O)OCc3ccc(F)c(F)c3)c3ccccc3c2=O)cc1	-6%	-4%	nt	-2%	nt	5%	nt	-2%
COc1ccc(CC(=O)Nc2nnc(C(C)C)s2)cc1	1%	-5%	0%	2%	-5%	0%	12%[10 µM]	-7%
CC(NC(=O)/C(=C/c1cccc([N+](=O)[O-])c1)NC(=O)c1ccco1)C(=O)O (stereo unspecified)	3%	2%	-11%	-1%	8%	?	32%[10 µM]	4%
COC(=O)c1ccc(C2/C(=C(/O)c3ccc(OC)cc3)C(=O)C(=O)N2Cc2ccco2)cc1 (stereo unspecified)	-11%	?	10%	-7%	-2%	0%	-8%	-13%
CCCNC(=O)CCn1nc(-c2ccc(Cl)cc2)c2ccccc2c1=O	nt	nt	-11%	-6%	nt	-2%	-8%[10 µM]	nt
CC1(C)Cc2nc3oc4c(SCC(N)=O)ncnc4c3cc2CO1	0%	-4%	-7%	-2%	-2%	4%	18%[10 µM]	-6%
O=C(COc1ccccc1)N1CCN(C(=O)c2cccc(F)c2)CC1	-2%	2%	-13%	2%	0%	-2%	0%[1.9 µM]	-1%
Cc1sc2c(c1C)CN(Cc1ccncc1)CN2C(=O)c1ccco1	2%	3%	3%	5%	nt	-1%	-7%	2%
C(=N\n1cnnc1)/c1ccc(OCc2ccccc2)cc1	-7%	3%	-3%	2%	8%	1%	-22%	-7%
Cc1ccc(-n2nc3c(c2NC(=O)c2cccs2)CSC3)cc1	-6%	-12%	-4%	1%	-6%	-6%	9%	-7%
CC(C)(C)NC(=O)Cc1ccc(S(=O)(=O)N2CCCC2)s1	-1%	-15%	-25%	-4%	nt	-6%	-3%	-21%
CC(CN1CCCC1)OC(=O)COc1ccccc1 (stereo unspecified)	-4%	-4%	-5%	-5%	-2%	-7%	-4%[10 µM]	0%
O=C(Cn1c(NCCCO)nc2ccccc21)c1ccc(Br)cc1	8%	-6%	-4%	2%	1%	-1%	-33%	-8%
COc1ccc2nc(NC(=O)CSc3nc4cccnc4n3C)sc2c1	1%	?	-18%	-16%	6%	2%	-11%[10 µM]	1%
CCOc1ccc(/C=C2\SC(=S)N(NC(=O)c3ccncc3)C2=O)cc1OC	-9%	?	-4%	8%	-1%	-2%	22%[10 µM]	-26%
C=C1C2=CC(=O)OC(c3ccoc3)[C@]2(C)CCC1[C@]1(C)C=CC(=O)C(C)(C)C1CC(=O)OC (stereo partly specified)	-20%	?	i	-5%	nt	-2%	11%	-18%
CCCCNC(=O)C(c1ccc(OCC(=O)OC)c(C(=O)OC)c1)N(Cc1ccccn1)C(=O)CCCCCN1C(=O)NC(c2ccc(-c3ccccc3)cc2)C(C(=O)OCc2ccccc2)=C1C (stereo unspecified)	2%	-8%	-4%	5%	nt	-1%	-28%	6%
CCC(C)c1ccccc1NC(=O)C(C)NCCN(C)C (stereo unspecified)	-6%	-16%	-6%	0%	5%	0%	11%[10 µM]	-13%
COC(=O)c1c(NC(=O)COc2ncnc3ccccc23)sc(C)c1C	13%	-1%	-4%	3%	-8%	-9%	-1%[1.9 µM]	0%
O=C(Nc1ccc(F)cc1)c1sc(Cl)nc1-c1ccccc1	-2%	8%	1%	-6%[53 µM]	17%	-2%[53 µM]	?	-6%
CCCc1cc(C(=O)NCc2ccc(OC)cc2)no1	-4%	11%	-11%	5%	-3%	-1%	-14%	0%
O=C(OCc1nnc(-c2ccccc2)o1)c1ccccc1	9%	0%	i	1%	21%	0%	-4%	6%
Cc1cccc(NC(=O)Cn2c(=O)n(Cc3ccc4c(c3)OCO4)c(=O)c3ccccc32)c1	?	?	nt	8%	nt	-16%	nt	?
Cc1ccc(-c2cc3nc(-c4ccccc4)cc(C(F)(F)F)n3n2)cc1	-10%	-7%	nt	4%	nt	-2%	nt	-12%
O=[N+]([O-])c1cc(C(F)(F)F)ccc1SCC(O)CO (stereo unspecified)	1%	9%	i	-6%	-7%	1%	-1%[10 µM]	7%
CCOC(=O)c1cc(-c2ccc(C)cc2)n(CCC(=O)Nc2ccc(C(C)C)cc2)c1C	-2%	-5%	nt	-2%	nt	5%	nt	-22%
CCOc1ccc(N2C(=O)N(Cc3ccc(C)cc3C)c3ccccc3S2(=O)=O)cc1	-14%	11%	nt	-7%	nt	-3%	nt	-4%
Cc1ccccc1NCc1nc2ccccc2n1CCOc1ccccc1	8%	?	nt	-3%	nt	-1%	nt	?

Screening data as filed in PubChem.
